Screening results as filed in PubChem.
MT stabilize HCS = stabilizes microtubules in HeLa cells; 0.83% of 200,000 active; HeLa tubulin immunostaining HCS, 24 h; share of cells brighter than vehicle mean+2SD; AID 2205; % tubulin-high responders, % at 10 µM;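 active = plate Z-score above 3 for both tubulin-high and condensed-nucleus cell shares, with cell loss under 80%, at 10 µM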;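 also: anti alpha tubulin signal scored within the nucleus-defined area of each cell; some results filed as inactive read as strong as hits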
WT yeast gro inh = growth inhibition of WT yeast, mitochondrial fusion screen. mitochondrial fusion phenotypic screen, WT strain. 2.1% of 190,000 active. inhibition, % at 10 µM. AID 1362; in the data active = inhibition above about 58%; tested in S. cerevisiae
Lipid droplet = hepatic lipid droplet formation modulation; AML12 mouse hepatocytes, oleate lipid droplets, BODIPY imaging; inhibition, % at 6.5 µM; 0.4% of 240,000 active; AID 1656;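 active = lipid droplet intensity inhibited by at least 50%, with more than 500 cells counted; inconclusive = wells with under 300 cells, treated as cytotoxic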
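Material: mouse AML12 hepatocyte cell line, fixed after treatment; Timing: compound with oleate, overnight; Technique: high-content imaging of BODIPY-stained droplets and DAPI nuclei; Probe or stimulus: oleate, 100 µM final; Dosing: compound at 6.5 µM only.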
West Nile virus CPE = inhibition of WNV-induced cytopathic effect – cell-based, CPE readout (AID 1621) | West Nile virus-infected cells, CPE inhibition; higher % means a stronger effect | CPE inhibition, % at 10 µM, or IC50 in µM where a hit was titrated | 0.02% of 290,000 active; in the data active = a potency from the dose series; inconclusive = CPE inhibition mostly from about 3.7% at the one dose, without a potency; inactive = the rest, 99 in 100 with CPE inhibition below about 2.2%; also: strong numbers were not always called active
Myeloid diff 2 = myeloid differentiation induction; ER-HoxA9 myeloid progenitors, lysozyme-GFP differentiation, flow cytometry; calls only at 10 µM; 1% of 360,000 active; AID 624256;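 active = normalized GFP-positive differentiation at or above the plate's own cutoff, the solvent-only control mean plus 3 SD; inconclusive = no clear call, values can overlap the other calls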;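 also: cells exposed to compound for four days before flow analysis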
Insulin prom up = MIN6 insulin promoter up-regulation; MIN6 insulin promoter-GFP reporter, high-content imaging; stronger effect = higher value; z-score at 5 µM; 0.3% of 190,000 active; AID 1625;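 active = z-score above 3 at 5 µM with at least 500 cells counted in the well; inconclusive = wells under 500 cells, flagged as cytotoxic or low count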
T cell HTS = T cell immune modulation candidate | 2C CD8+ T cell-vesicle binding, flow cytometry; stronger effect = lower value | calls only at 7 µM | 0.068% of 330,000 active | AID 2052;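 active = response, share of CD8 T cells binding vesicles, and their 90th percentile fluorescence all below set limits, cut at about 80% in these data, passing the limit was not always enough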
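System: murine 2C transgenic CD8+ T lymphocytes; also added: QL9-loaded Drosophila micro-vesicles; times: binding 1.5 h at 37 °C; measured by: flow cytometry, PE anti-B7-1 (FL2) versus Alexa647 anti-CD8 (FL8), PFA-fixed; control set: Peptide-free naked vesicles (low) and QL9 vesicles with 0.7% DMSO vehicle (high)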
Autophagy HCS = autophagy modulation, high-content screen. calls only at 10 µM (by protocol). MEF GFP-LC3 puncta imaging; test concentration mostly 10 µM. 0.98% of 190,000 active. AID 463193;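 active = percentage of spot-positive cells more than 3 SD above its plate mean, without a fluorescence outlier flag or 80% toxicity; inconclusive = no clear call, values can overlap the other calls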;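 also: spot-positive cell cutoff set from DMSO-treated cells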
b-catenin transl = modulators of beta-catenin nuclear translocation; HeLa beta-catenin nuclear translocation, immunofluorescence imaging; nuclear translocation activity, % at 5 µM; 0.3% of 190,000 active;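 active = nuclear translocation activity above 50% at 5 µM, with a well cell count of 50 or more; inconclusive = wells under 50 cells across six images, flagged as toxic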;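 also: per-cell ratio of nuclear to cytoplasmic median beta-catenin stain intensity; plate controls were DMSO negative control for no effect and GSK-3 inhibitor IX positive control for full effect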
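Test system: human HeLa cells, endogenous beta-catenin. Times: 24 h compound exposure, 37°C. Measured by: beta-catenin immunofluorescence imaging with DAPI.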
WT yeast gro inh mutant strain = further read-out of WT yeast gro inh, marked with its call; inhibition, %; mitochondrial fusion phenotypic screen, mutant strain inhibition
Insulin prom up cell count = recorded beside Insulin prom up, whose call it bears; cell count; measured here: cytotoxicity, nuclei count;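 total cells summed across four imaged fields per well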
Lipid droplet cells 6.5 µM = recorded beside Lipid droplet, whose call it bears; cell count; measured here: cell count, cytotoxicity flag;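 cells counted across two imaged fields per well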
b-catenin transl cell count 5 µM = recorded beside b-catenin transl, whose call it bears; cell count; measured here: cell count, cytotoxicity flag
T cell HTS vesicle-bound % = also measured in T cell HTS; calls as there; double positive events, %; measured here: CD8+ vesicle-bound cell fraction;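 binding gate set so that unloaded-vesicle control wells show 10% double positive cells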
MT stabilize HCS Hoechst-high % = also measured in MT stabilize HCS; calls as there; % Hoechst-high responders; measured here: nuclear condensation Hoechst responders;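 share of cells brighter than vehicle mean plus two SD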
MT stabilize HCS cytotoxicity % = further read-out of MT stabilize HCS, marked with its call; toxicity, %; measured here: cytotoxicity by cell density;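 0% = mean cell density of plate MIN control wells and 100% = no cells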
Autophagy HCS cell loss 18 h = second read-out of Autophagy HCS, no call of its own (marks repeat the call); toxicity, %; measured here: cell loss, nuclei count;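 cell loss after 18 h compound exposure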
Myeloid diff 2 GFP+ MAC1+ % = second read-out of Myeloid diff 2, no call of its own (marks repeat the call); GFP+ MAC1+ double positive, %; measured here: differentiation confirmed by MAC1 staining
An asterisk follows results filed as active; i = inactive; u = inconclusive; x = not tested or not shown.

SMILES	MT stabilize HCS	MT stabilize HCS Hoechst-high %	MT stabilize HCS cytotoxicity %	WT yeast gro inh	WT yeast gro inh mutant strain	Lipid droplet	Lipid droplet cells 6.5 µM	West Nile virus CPE	Myeloid diff 2	Myeloid diff 2 GFP+ MAC1+ %	Insulin prom up	Insulin prom up cell count	T cell HTS	T cell HTS vesicle-bound %	Autophagy HCS	Autophagy HCS cell loss 18 h	b-catenin transl	b-catenin transl cell count 5 µM
COc1ccc(C(C)=O)cc1CSc1nnnn1-c1ccc(O)cc1	x	x	x	x	x	1	705	-0.2%	i	0.5	0.01	933	i	52	x	x	-0.6	1321
Cc1nc2cc(Cl)ccc2n1-c1ccccc1	1.0	1.4	3.2	14	8	-1	673	-0.9%	i	0.2	-0.72	1933	i	29	i	37	-1.0	1042
Cc1ccc(S(=O)(=O)CCC(=O)Nc2ccc3nc(C)sc3c2)cc1	3.8	2.1	1.3	19	9	-9	546	-1.2%	i	0.4	0.57	1153	i	38	i	1	-0.5	897
COc1ccc(CN(C(=O)c2ccccc2Br)C2CCS(=O)(=O)C2)cc1 (stereo unspecified)	x	x	x	x	x	14	760	-0.9%	i	2.0	x	x	i	38	x	x	x	x
COc1cccc(NC(=O)CN(c2ccc([N+](=O)[O-])cc2)S(=O)(=O)c2ccccc2)c1	1.9	2.3	13	-7	6	-33	597	0.3%	i	0.7	-0.48	1380	i	59	i	-17	7.0	936
Cn1nc(N)c2c(-c3ccccc3)c(C#N)c(N)nc21	2.5	2.0	1.8	7	-4	35	687	-0.2%	i	0.6	0.01	1380	i	37	i	5	x	x
COCc1cc(=O)n2c(-c3ccccc3OC)n[nH]c2n1	3.9	2.3	6.2	1	2	x	x	0.2%	i	1.4	-0.49	1295	i	19	i	-9	-4.1	926
COc1cc(/C=N/n2cnc3c(sc4nc(C)cc(C)c43)c2=O)ccc1O	x	x	x	x	x	-1	698	0.0%	x	x	-0.43	1032	i	59	x	x	-0.4	1394
Cc1c(NC(=O)C(=O)/C=C(/O)c2ccccc2)c(=O)n(-c2ccccc2)n1C	2.9	2.1	7.8	2	2	-4	723	-0.1%	i	0.3	0.05	1437	i	21	i	3	0.2	1171
CN(C)c1oc(-c2ccccc2F)nc1C#N	2.8	1.6	4.5	16	7	6	664	-0.2%	i	1.8	x	x	i	33	x	x	-3.8	1148
COc1ccc(C(=O)N/C(=C\c2ccco2)C(=O)NC2CCS(=O)(=O)C2)cc1 (stereo unspecified)	3.0	3.4	2.3	-16	8	-2	782	-0.2%	i	0.8	-0.19	1215	i	59	i	-1	x	x
CC(C)CNC(=O)c1cccc(C(=O)NCC(C)C)c1	3.3	1.7	2.2	4	-8	-7	722	-0.1%	i	5.6	0.08	1257	i	14	i	24	-1.3	978
O=C(COC(=O)[C@@H]1CCCN1C(=O)c1cccs1)Nc1ccc(F)cc1[N+](=O)[O-]	2.0	1.5	2.1	12	-10	-29	657	-1.2%	i	1.1	-0.25	1234	i	29	i	-10	-2.8	1080
CC(=O)c1c(C)[nH]c(C(=O)OCc2ccc(F)cc2Cl)c1C	5.0	2.6	5.7	-9	18	0	695	-1.1%	i	0.5	-1.5	956	i	40	i	2	-1.3	1104
CC(C)C1COC(c2cccc3ccccc23)=N1 (stereo unspecified)	3.2	2.3	7.7	20	2	13	730	0.6%	i	0.8	x	x	i	12	i	22	x	x
O=C(CCc1ccccc1)Nc1nn[nH]n1	1.4	2.5	2.6	11	-9	7	721	0.0%	i	0.4	0.12	1420	i	50	i	7	-0.3	564
O=C(Nc1ccccc1C(=O)O)c1cccc(C(=O)Nc2ccccc2C(=O)O)c1	x	x	x	x	x	0	810	0.0%	i	0.3	x	x	i	60	x	x	x	x
NCCCC[C@H]1CN=C(N)N1CCC12CC3CC(CC(C3)C1)C2	x	x	x	x	x	13	702	-0.3%	i	0.6	0.08	703	i	37	x	x	-1.3	1018
COc1ccc(OCCNc2cc(Cl)ccc2[N+](=O)[O-])cc1	1.9	1.2	10	-10	-26	u	x	-0.3%	i	11	0.28	1832	i	24	i	10	-1.0	1085
COc1ccccc1Oc1ccc2c(c1)C(=O)N(c1ccc(Br)c3cccnc13)C2=O	3.7	2.6	3.9	9	-36	x	x	1.3%	i	3.4	0.03	1601	i	26	i	16	-3.3	983
Cc1cc(C)nc(N(C#N)S(=O)(=O)c2ccc(Br)cc2)n1	2.9	1.9	7.2	12	11	12	746	x	x	x	1	830	x	x	i	-3	-1.0	1071
COc1ccc(Nc2oc(-c3ccccc3F)nc2C#N)cc1	x	x	x	x	x	13	708	0.0%	i	0.7	-0.01	1484	i	44	x	x	-3.8	1120
CC(NCc1cccc(S(=O)(=O)N(C)C)c1)c1ccc(F)cc1 (stereo unspecified)	x	x	x	x	x	-4	736	-0.9%	i	0.2	0.69	1449	i	55	x	x	-0.6	1166
Cc1nn(C(C)C(=O)Nc2ccc(Cl)cn2)c(C)c1[N+](=O)[O-] (stereo unspecified)	2.7	2.2	12	-10	-12	x	x	-0.5%	i	3.1	0.12	1692	i	20	i	-8	0.5	1360
O=[N+]([O-])c1ccc(CSC2=NCCS2)cc1	x	x	x	x	x	18	823	-0.9%	i	0.4	x	x	i	54	x	x	x	x
O=Cc1ccc(C(=O)OCC(=O)N2CCCC2)cc1	x	x	x	x	x	-2	804	-0.7%	i	3.5	x	x	i	37	x	x	x	x
COc1ccc(OC)c(NC(=O)CSc2nnc(CNc3ccc(F)cc3)o2)c1	5.4	2.9	6.7	-4	-2	x	x	-0.5%	i	0.5	0.83	1111	i	31	i	3	-1.7	1157
CC(=O)c1c(C)[nH]c(C(=O)OCc2c(F)cccc2Cl)c1C	3.5	1.5	11	-5	-21	-1	692	-1.0%	i	0.0	-1.9	1185	i	28	i	0	-0.9	1160
Cc1n[nH]c(C)c1S(=O)(=O)N1CCC(C(=O)O)CC1	2.1	2.0	9.2	-5	14	x	x	0.1%	i	0.3	-0.68	1655	i	41	i	6	0.6	1354
O=C(NNS(=O)(=O)c1ccc(F)cc1)c1ccccc1	x	x	x	x	x	10	758	-0.5%	i	0.7	x	x	i	59	x	x	x	x

Some values from the results shown.
Result of `COc1ccc(C(=O)N/C(=C\c2ccco2)C(=O)NC2CCS(=O)(=O)C2)cc1` (stereo unspecified) in Autophagy HCS cell loss 18 h: -1
Result of `COc1ccccc1Oc1ccc2c(c1)C(=O)N(c1ccc(Br)c3cccnc13)C2=O` in MT stabilize HCS Hoechst-high %: 2.6
Result of `Cc1nc2cc(Cl)ccc2n1-c1ccccc1` in Lipid droplet: -1

(further entries)
SMILES	MT stabilize HCS	MT stabilize HCS Hoechst-high %	MT stabilize HCS cytotoxicity %	WT yeast gro inh	WT yeast gro inh mutant strain	Lipid droplet	Lipid droplet cells 6.5 µM	West Nile virus CPE	Myeloid diff 2	Myeloid diff 2 GFP+ MAC1+ %	Insulin prom up	Insulin prom up cell count	T cell HTS	T cell HTS vesicle-bound %	Autophagy HCS	Autophagy HCS cell loss 18 h	b-catenin transl	b-catenin transl cell count 5 µM
Cc1ccc(C(=O)NCc2cccnc2)cc1S(=O)(=O)Nc1ccccc1	1.6	1.5	1.0	1	1	-2	676	-1.1%	i	0.5	-0.82	1342	i	46	i	-36	2.0	880
Cc1nn(Cc2ccc(Cl)cc2Cl)c(Cl)c1/C=C/C(=O)OCC(=O)NCC(F)(F)F	1.1	1.7	9.4	21	28	-7	798	0.3%	i	1.4	x	x	i	32	i	8	-10	1151
COc1ccc(CCC(C)Nc2ccc(F)cc2)cc1 (stereo unspecified)	1.8	1.4	0.0	-3	-38	-8	698	0.3%	i	6.6	x	x	i	28	i	1	3.5	1163
Fc1ccc(-c2nnc(CSc3nnc(-c4ccc5c(c4)OCO5)o3)o2)cc1	3.8	2.8	14	-11	2	x	x	0.1%	i	0.6	0.64	984	i	28	i	15	-5.7	868
Cc1c(NC(=O)Nc2ccc(Cl)c(Cl)c2)c(=O)n(-c2ccccc2)n1C	2.7	2.3	3.9	66	79	-32	746	-0.2%	i	0.6	1.3	1228	i	25	i	4	x	x
O=C(Nc1ccc(Nc2ccccc2)cc1)c1cccc(F)c1	x	x	x	x	x	-2	847	-0.7%	i	0.1	x	x	i	35	x	x	x	x
CC(C)(C)c1ccc(-c2nnc3sc(-c4ccccn4)nn23)cc1	2.6	3.8	6.4	6	16	x	x	-0.5%	i	1.4	0.73	1057	i	33	i	0	x	x
CC(=O)c1ccc(OC(=O)c2cccs2)cc1	2.6	1.5	6.4	-12	-35	2	581	0.3%	i	0.8	0.19	1247	x	x	i	-2	0.3	1037
CSc1ccc(S(=O)(=O)N2CCC(C(=O)NCCc3ccccc3)CC2)cc1	x	x	x	x	x	-6	760	1.7%	i	0.5	x	x	i	53	x	x	x	x
Cn1c(C(=O)NCCN2CCOCC2)cc2c(=O)n(C)c3ccccc3c21	2.7	5.1	8.3	-6	-5	x	x	0.1%	i	14	1	931	i	21	i	5	x	x
Cc1nc(Cl)cc(N/N=C/c2ccccc2)n1	x	x	x	x	x	-1	839	0.2%	i	0.7	x	x	i	45	x	x	x	x
Cc1cccc(NC(=S)NCCc2c[nH]c3ccccc23)c1	2.0	1.9	9.8	-2	-18	-8	653	-1.1%	i	0.5	-0.42	1305	i	42	i	1	-0.7	1146
CCOc1ccc(-c2csc3nc[nH]c(=O)c23)cc1	x	x	x	x	x	2	853	0.2%	i	0.9	x	x	i	58	x	x	x	x
